rCAG RNA binder: binds r(CAG) RNA repeats. r(CAG) RNA repeat, TO-PRO-1 dye displacement fluorescence. inhibition, % at 3 µM. actives 1.3% (n = 370,000). AID 651821;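 active = inhibition above the plate cutoff, the mean of all test compounds on that plate plus 3 SD, cut at about 35% in these data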;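 note: 0% = DMSO alone and 100% = 100 µM mitoxantrone as full dye displacement; higher means more dye released from RNA so lower well fluorescence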
KLK7 zymogen act: activators of human kallikrein-7 zymogen. P49862. AID 652039. activation, % at 7 µM. purified proKLK7, EDANS-DABCYL substrate fluorescence; 100% is mature enzyme control, 0% vehicle. actives 0.9% (n = 370,000);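 active = activation above the mean of all tested compounds plus 3 SD, computed per campaign excluding outliers beyond control limits, cut at about 13% in these data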
ARFGAP1 inh: inhibits rat ARF GTPase activating protein 1; Q62848; AID 651572; actives 0.26% (n = 360,000); inhibition, % at 16.5 µM; Arfgap1-stimulated ARF1 GTP hydrolysis, GDP FP detection;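 active = inhibition above a per-plate limit, mean inhibition of low control wells plus 3 SD, cut at about 25% in these data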;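 note: 0% = DMSO wells with enzyme and 100% = wells lacking Arfgap1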
Target sequence (Q62848 1-136 limits assumed): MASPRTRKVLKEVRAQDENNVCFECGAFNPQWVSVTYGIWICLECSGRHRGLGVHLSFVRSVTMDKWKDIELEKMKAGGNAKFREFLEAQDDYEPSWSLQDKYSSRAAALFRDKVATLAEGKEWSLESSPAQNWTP
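System: truncated rat Arfgap1 GAP domain / Medium: HEPES-based buffer, pH 7.5 / Also added: N-terminally truncated human ARF1-GTP substrate / Incubation: enzyme reaction 120 min at 25 °C after 20 min preincubation / Measured by: FP of antibody-bound GDP Alexa 633 tracer, ex 620/em 688 nm / Replicates: singlicate, each compound tested once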
GC-B act: GC-B (human) receptor activation | HEK293-GC-B cells, CNP EC30, cGMP TR-FRET; 0% at EC30 CNP, 100% saturating CNP | activation, % at 10 µM | P20594 | AID 1920062 | actives 0.11% (n = 370,000);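 active = activation at 10 µM reaching about 35% in either raw or pattern-adjusted values, limit read from the data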
ASAP1 inh: blocks human ASAP1-stimulated Arf1 GTP hydrolysis; Q9ULH1; GDP FP detection; inhibition, % at 16.5 µM; actives 0.19% (n = 360,000); AID 624377; in the data active = inhibition above about 25%;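 note: 0% = vehicle with enzyme and substrate and 100% = no enzyme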
Target sequence (Q9ULH1 325-724 limits assumed): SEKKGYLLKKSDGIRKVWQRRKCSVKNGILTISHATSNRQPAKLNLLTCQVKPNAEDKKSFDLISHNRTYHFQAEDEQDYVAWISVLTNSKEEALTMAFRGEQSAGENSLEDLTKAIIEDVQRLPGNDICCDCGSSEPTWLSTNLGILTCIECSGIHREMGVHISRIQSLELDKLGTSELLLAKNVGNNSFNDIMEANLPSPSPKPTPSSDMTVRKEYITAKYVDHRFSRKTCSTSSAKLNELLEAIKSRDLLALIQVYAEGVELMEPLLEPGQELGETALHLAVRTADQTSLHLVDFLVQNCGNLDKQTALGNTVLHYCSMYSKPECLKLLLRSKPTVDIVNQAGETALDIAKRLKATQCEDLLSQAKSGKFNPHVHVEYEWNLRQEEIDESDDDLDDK
GAA850 FXN act: frataxin GAA850 promoter activation; HEK293 lucGAA850 FXN promoter luciferase reporter, 24 h; percent of 10 µM SAHA response; activation, % at 6 µM; actives 0.56% (n = 360,000);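 active = activation above the average of all compounds screened plus 3 SD, cutoff fixed separately per campaign, cut at about 7.5% in these data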;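 note: 0% = DMSO wells and 100% = 10 µM SAHA wells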
ADAM10 inh: ADAM10 inhibition, QFRET primary screen | inhibition, % at 7 µM | AID 720582 | recombinant ADAM10, EDANS/DABCYL FRET peptide cleavage, 3 h | actives 0.62% (n = 370,000);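 active = inhibition above a per-campaign cutoff equal to the mean of compounds falling between control-based bounds plus 3 SD, cut at about 20% in these data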;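 note: 0% = DMSO wells while the 100% control is not disclosed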
Target sequence (O14672 214-748 limits assumed): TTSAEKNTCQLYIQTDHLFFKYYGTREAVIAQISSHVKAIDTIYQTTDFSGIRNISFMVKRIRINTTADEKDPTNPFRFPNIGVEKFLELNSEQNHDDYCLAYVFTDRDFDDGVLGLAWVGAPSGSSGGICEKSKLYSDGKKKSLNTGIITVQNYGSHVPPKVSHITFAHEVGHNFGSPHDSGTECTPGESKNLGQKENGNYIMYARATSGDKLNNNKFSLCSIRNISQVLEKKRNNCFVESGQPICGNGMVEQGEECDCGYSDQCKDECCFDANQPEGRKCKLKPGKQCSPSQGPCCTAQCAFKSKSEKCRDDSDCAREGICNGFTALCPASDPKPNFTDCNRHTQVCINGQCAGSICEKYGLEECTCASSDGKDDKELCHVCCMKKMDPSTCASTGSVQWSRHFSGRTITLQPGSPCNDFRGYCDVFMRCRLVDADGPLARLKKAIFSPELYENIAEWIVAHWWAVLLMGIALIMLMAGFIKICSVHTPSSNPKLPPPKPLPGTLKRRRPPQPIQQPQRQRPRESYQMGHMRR
sPLA2-III inh: Blocks human group III sPLA2 activity; Q9NZ20; QFRET BODIPY PC-A2 liposome hydrolysis, fluorescence; inhibition, % at 12.2 µM; actives 0.56% (n = 370,000);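 active = inhibition above mean plus 3 SD of compounds lying within the high and low control bounds, cut at about 19% in these data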;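 note: 0% = median of test compound wells and 100% = no enzyme DMSO wells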
GC-A act: GC-A (human) enzyme activation; actives 0.14% (n = 370,000); HEK293 GC-A cells, cGMP TR-FRET, EC30 ANP; 0% at EC30 ANP, 100% saturating ANP; activation, % at 10 µM; P16066; in the data active = activation above about 40%
Tn6 DDE FP: DD(E)-Tn6 binding inhibition, primary FP screen; P02675; Fibrin DD(E) TRITC-Tn6 fluorescence polarization displacement; inhibition, % at 8.3 µM; actives 0.21% (n = 370,000); AID 720509;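 active = inhibition above a per-campaign cutoff: mean of compounds within control limits plus 3 SD, cut at about 15% in these data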;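 note: 0% = median of all compound wells on the plate and 100% = blocking peptide control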
Starred values were filed as active, the others as inactive; i = inactive; nt = not tested or not shown.

SMILES	rCAG RNA binder	KLK7 zymogen act	ARFGAP1 inh	GC-B act	ASAP1 inh	GAA850 FXN act	ADAM10 inh	sPLA2-III inh	GC-A act	Tn6 DDE FP
O=c1ccn(-c2cccc(C(F)(F)F)c2)nc1-c1ccn(-c2ccccc2F)n1	1.2	0.5	1.1	8.6	9.4	1.8	-4.4	-9.4	7.6	7.3
Cn1cccc1-c1nc2ccccc2n1Cc1ccccc1	-7.5	-0.2	-2.5	1.9	-10.4	0.8	-15.0	-17.2	3.4	-3.7
O=C(COC(=O)c1cccc(OC(F)F)c1)Nc1ncccn1	-0.4	0.8	-2.7	1.5	-4.3	0.9	-7.1	8.2	-0.7	-7.2
COc1cc(/C(C)=N/NC(=O)CSc2nncn2C)ccc1OCc1ccccc1Cl	-3.6	-0.5	0.9	4.0	-6.5	0.4	-3.4	10.5	3.4	5.8
COc1ccc(C(=O)NNC2CC(=O)N(Cc3ccc(Cl)cc3)C2=O)cc1OC (configuration not stated)	6.1	-0.3	15.8	1.1	-0.1	2.3	4.0	10.0	-1.0	5.0
Cc1cc(=O)oc2cc(NC(=O)Cc3ccccc3[N+](=O)[O-])ccc12	4.1	0.8	-5.2	-0.2	16.9	0.5	i	8.7	1.1	-0.5
Cc1cc(C)nc(N2CCC(C(=O)NCc3ccco3)CC2)n1	-2.6	0.5	-1.1	-0.2	-1.0	-0.3	-6.8	-0.9	1.8	10.2
Cc1cc(C(=O)CSc2ccc(Cl)cc2)cc(C)c1OC(=S)N(C)C	0.9	0.1	2.2	0.5	15.7	-0.2	15.2	-37.4	1.2	-8.5
OCc1nc2c(ccc3ccccc32)[nH]1	-1.7	-0.7	2.2	4.0	-8.7	0.6	-1.0	-0.3	-0.2	14.0
COc1ccc(-c2coc3cc(OC)cc(OC)c3c2=O)cc1	-5.6	0.9	-6.3	-5.4	-10.2	2.0	-61.2	0.2	-0.9	-3.6
Cn1nc(C(C)(C)C)cc1NC(=O)C1(C)CCN1C(=O)c1ccccc1CCc1ccccc1 (configuration not stated)	0.9	0.9	-1.0	0.2	2.7	-0.5	13.0	-15.8	-1.2	0.2
Cc1ccc(CSc2nnc(CNc3ccc(F)cc3)o2)cc1	-2.7	0.7	-2.2	-3.7	10.1	3.6	25.9*	-13.7	5.3	-2.4
CCOc1cc(/C=C2/C(=O)ON=C2C)ccc1OCc1ccccc1	2.1	0.3	6.4	36.9*	5.6	nt	-11.1	5.5	43.0*	-3.5
COc1cccc(C(=O)NNC(=O)c2ccccc2Br)c1	0.8	0.2	2.7	0.2	3.2	1.1	-2.4	-0.6	3.2	4.9
CCCCn1c(-c2ccc([N+](=O)[O-])cc2)n[nH]c1=S	3.2	0.1	-1.8	2.7	3.2	1.0	6.1	14.9	-1.9	7.8
COc1ccc(OCC(=O)N2N=C(C(F)F)CC2(O)C(F)F)cc1 (configuration not stated)	-0.4	-1.0	-2.5	2.7	0.1	1.8	-0.4	-5.8	2.9	0.6
COc1ccc(-c2[nH]ncc2CN(C)Cc2cnccn2)c(OC)c1	-5.1	-0.2	7.8	-1.5	-0.1	-0.6	-8.7	4.1	1.5	-10.2
Cc1noc(C)c1CCC(=O)NC1CCCN(Cc2ccc(Cl)cc2)C1 (configuration not stated)	-6.3	-0.6	0.9	1.4	-6.9	1.9	-1.7	0.4	0.9	-1.3
COc1ccc(C2=NS(=O)(=O)N(C)C(C(=O)NCc3ccc4c(c3)OCO4)=C2)cc1	6.3	-0.3	2.9	2.0	-8.4	0.1	-13.2	-6.8	1.6	2.9
Cc1cccc2cc3c(N)c(C(=O)N4CCOCC4)sc3nc12	11.4	5.0	2.1	0.1	4.6	1.4	-107.1	-12.7	1.4	-0.6
CCC1(C)NC(=O)N(/N=C/c2cc(OC)c(O)c(OC)c2)C1=O (configuration not stated)	-3.9	0.0	4.9	-1.7	11.4	-1.0	5.5	11.5	0.0	8.2
COc1cccc(C(=O)OCC(=O)c2ccc(Br)s2)c1OC	2.0	-0.3	-1.8	-7.2	-4.9	0.8	-3.2	-25.6	-2.8	-5.1
OC1(c2nc3ccccc3[nH]2)CCCCC1	5.8	-0.1	9.8	0.4	-4.4	1.5	0.2	-1.4	-2.7	-0.1
O=C(Nc1ccc(F)cc1)c1nc(S(=O)(=O)Cc2ccccc2)ncc1Cl	-2.1	0.6	-5.7	14.1	5.6	6.0	-0.6	4.5	41.6*	-0.6
O=c1[nH]nc(SCCS(=O)(=O)c2ccc(F)cc2)n1-c1ccc2c(c1)OCCO2	-1.7	-0.2	5.7	0.8	8.5	-0.1	-5.1	20.7*	1.1	-6.0

Laid out differently: results already given
Results follow in this order: rCAG RNA binder	KLK7 zymogen act	ARFGAP1 inh	GC-B act	ASAP1 inh	GAA850 FXN act	ADAM10 inh	sPLA2-III inh	GC-A act	Tn6 DDE FP
O=c1ccn(-c2cccc(C(F)(F)F)c2)nc1-c1ccn(-c2ccccc2F)n1
  1.2	0.5	1.1	8.6	9.4	1.8	-4.4	-9.4	7.6	7.3
Cn1cccc1-c1nc2ccccc2n1Cc1ccccc1
  -7.5	-0.2	-2.5	1.9	-10.4	0.8	-15.0	-17.2	3.4	-3.7
O=C(COC(=O)c1cccc(OC(F)F)c1)Nc1ncccn1
  -0.4	0.8	-2.7	1.5	-4.3	0.9	-7.1	8.2	-0.7	-7.2
COc1cc(/C(C)=N/NC(=O)CSc2nncn2C)ccc1OCc1ccccc1Cl
  -3.6	-0.5	0.9	4.0	-6.5	0.4	-3.4	10.5	3.4	5.8
COc1ccc(C(=O)NNC2CC(=O)N(Cc3ccc(Cl)cc3)C2=O)cc1OC (configuration not stated)
  6.1	-0.3	15.8	1.1	-0.1	2.3	4.0	10.0	-1.0	5.0
Cc1cc(=O)oc2cc(NC(=O)Cc3ccccc3[N+](=O)[O-])ccc12
  4.1	0.8	-5.2	-0.2	16.9	0.5	i	8.7	1.1	-0.5
Cc1cc(C)nc(N2CCC(C(=O)NCc3ccco3)CC2)n1
  -2.6	0.5	-1.1	-0.2	-1.0	-0.3	-6.8	-0.9	1.8	10.2
Cc1cc(C(=O)CSc2ccc(Cl)cc2)cc(C)c1OC(=S)N(C)C
  0.9	0.1	2.2	0.5	15.7	-0.2	15.2	-37.4	1.2	-8.5

More records:
SMILES	rCAG RNA binder	KLK7 zymogen act	ARFGAP1 inh	GC-B act	ASAP1 inh	GAA850 FXN act	ADAM10 inh	sPLA2-III inh	GC-A act	Tn6 DDE FP
CCN1CN(CCc2ccccc2)CNC1=S	-1.8	0.0	2.9	5.6	-9.2	6.2	-1.9	7.5	3.0	1.0
COCCN(C(=O)c1ccc(-c2ccc([N+](=O)[O-])cc2)o1)c1c(N)n(CC(C)C)c(=O)[nH]c1=O	1.6	-0.3	11.0	8.0	-13.4	-1.1	-0.8	7.5	0.0	-0.3
Cc1nnc(SCC(=O)N2CCOCC2)c2ccccc12	1.7	0.2	3.1	6.0	0.4	1.8	-2.2	1.5	-0.3	6.4
Cc1ccc(NC(=O)CCNS(=O)(=O)c2ccc3c(c2)CCC(=O)N3)cc1	0.9	0.8	-5.1	-0.7	3.4	0.1	-1.5	1.0	0.8	0.6
Cc1ccc(C)c2[nH]c(=O)c(C(c3nnnn3Cc3ccccc3)N3CCc4ccccc4C3)cc12 (configuration not stated)	8.4	5.5	9.6	-4.2	4.3	0.9	-77.8	-2.6	0.7	-8.8
O=C(Oc1ccc(-c2cn3c(n2)SCC3)cc1)c1ccccc1	4.1	0.2	4.1	-0.9	18.8	0.7	1.3	-5.4	6.8	-4.7
Cc1cc(C)nc(CCNC(=O)CC2C(=O)NCCN2Cc2ccc(F)cc2Cl)n1 (configuration not stated)	0.5	0.8	9.1	1.2	12.6	0.8	-10.9	-0.1	0.1	12.6
Cc1cccc(N(CC(=O)NC2CCCCC2)C(=O)c2csnn2)c1	-1.6	0.2	-0.6	7.0	-1.7	-1.3	6.5	4.8	-1.5	6.4
Cc1ccc(N=C2SCCCN2C(=O)c2cccc(N3C(=O)CCC3=O)c2)cc1Cl	-3.0	0.5	9.1	-1.0	4.6	-0.6	-4.3	-9.6	-1.2	-3.1
COc1ccc(CCN2CC(C(=O)NCc3ccon3)CCC2=O)cc1 (configuration not stated)	-0.1	0.9	-1.2	5.8	-4.3	0.5	-11.3	7.5	-0.8	4.0
Fc1ccc2cnc(-c3ccccc3F)cc2c1	3.1	-0.7	-0.6	-2.8	-3.0	4.1	-7.9	0.5	2.4	9.9
Cc1ccccc1C(=O)N1CCC(C(=O)N(C)CC(=O)Nc2cccc(F)c2)CC1	-6.8	0.3	12.6	-0.5	14.1	-0.4	-18.2	-2.2	1.5	1.1
CC(C)(C)CC(=O)N1CCN(c2ccc(S(=O)(=O)N3CCOCC3)cc2[N+](=O)[O-])CC1	-0.1	-0.5	-10.3	5.8	-0.3	-1.2	-6.5	9.2	-1.4	-6.5
Cc1cc(C)cc(C(=O)NC(=S)Nc2ccc(Cc3ccncc3)cc2)c1	2.3	0.3	13.8	0.8	10.0	-0.7	0.1	4.2	-3.4	2.7
O=C(Nc1ccc(OC(F)F)cc1)c1cc(S(=O)(=O)N2CCOCC2)ccc1F	0.5	-0.4	-7.8	-1.1	7.6	-0.5	-10.6	-0.1	-1.9	4.9
COc1ccc(NC(=O)NC2CCCc3ccccc32)cc1OC (configuration not stated)	-0.5	0.2	4.0	-0.9	-1.6	-2.1	-14.1	-6.8	17.6	-6.3
CCOC(=O)Cc1nnc(NC(=O)c2ccco2)s1	1.0	-0.2	-4.4	1.2	6.4	-1.2	-7.5	-0.1	5.1	-5.8
O=C(NCCc1ccccc1)C1CCC(=O)N1CCc1ccccc1 (configuration not stated)	-3.8	0.1	3.0	3.2	12.7	1.7	-2.2	-2.4	-3.5	2.2
CCOP(=O)(OCC)c1nc(-c2cccc3ccccc23)oc1NCc1ccc(OC)cc1	-0.4	-29.7	11.1	-5.5	1.3	0.8	i	-8.3	-1.6	-5.1
CCCCN1C(=O)C(CC(=O)NCc2ccco2)CC(C(=O)N2CCCCCC2)=C1C (configuration not stated)	-0.3	-0.6	16.2	-0.7	2.9	nt	-4.5	3.1	3.3	3.8
O=C(c1ccc2c(c1)OCO2)N1CCCC(c2ccccc2)C1 (configuration not stated)	-6.7	0.4	6.3	-3.6	6.4	2.1	-9.2	13.9	-7.3	-4.6
COc1ccc(NC(=O)c2cccc(OC(F)F)c2)cc1Cl	-0.1	0.3	8.6	0.8	5.7	4.2	4.6	-10.3	1.4	-0.7
O=C(CNC(=O)c1ccc(Br)cc1)N/N=C/c1cccnc1	0.8	-0.3	5.3	3.7	-5.8	2.5	5.1	-0.5	2.0	5.0
O=C(c1ccc(C(F)(F)F)cc1)N1CCC(=O)N(C(COCc2ccccc2)Cc2ccccc2)CC1 (configuration not stated)	-7.1	-0.3	-5.6	-0.9	13.4	-2.2	2.6	-7.6	-0.1	10.2
CN(C)c1nc(NCc2ccccc2)nc(SCC(=O)Nc2ccccc2)n1	-3.0	0.7	3.6	1.7	10.4	1.9	3.2	-16.1	-4.0	6.6
COC(=O)C1(C)Nc2ccccc2C(=O)N1c1ccccc1OC (configuration not stated)	-0.2	4.8	9.1	1.6	-6.0	0.4	i	2.0	2.5	-9.2

Compound activity (PubChem BioAssay)
